Bioassay records: PubChem, several laboratories
HSF1 activator: increases HSF-1 driven luciferase reporter signal. NIH3T3-HGL HSF-1 luciferase reporter, MG132, 8 h; 100% = twice DMSO control signal. activation, % at 9 µM. 300,000 compounds, 1.7% hits;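 active = mean replicate activation of at least 50% with a set share of replicates each reaching 50%; inconclusive = only one of those two conditions met; inactive = mean below 50% and too few replicates reaching it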;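 also: 0% = median of the neutral control wells and 100% = twice that signal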
GSK3beta inhib: human GSK3beta kinase inhibition; P49841; GST-GSK3beta kinase, ADP-Glo luminescence, 60 min; hits give low values; activity score (negative = inhibition), % at 10 µM; 300,000 compounds, 0.038% hits; AID 2097;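 active = more than half of replicate wells score below -50%, meaning over 50% inhibition versus plate controls; inconclusive = some replicates but at most half score below -50%; inactive = no replicate scores below -50%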;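 also: 0% = median DMSO wells and -100% = median GW8510 positive control wells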
Target sequence (P49841 whole entry, looked up): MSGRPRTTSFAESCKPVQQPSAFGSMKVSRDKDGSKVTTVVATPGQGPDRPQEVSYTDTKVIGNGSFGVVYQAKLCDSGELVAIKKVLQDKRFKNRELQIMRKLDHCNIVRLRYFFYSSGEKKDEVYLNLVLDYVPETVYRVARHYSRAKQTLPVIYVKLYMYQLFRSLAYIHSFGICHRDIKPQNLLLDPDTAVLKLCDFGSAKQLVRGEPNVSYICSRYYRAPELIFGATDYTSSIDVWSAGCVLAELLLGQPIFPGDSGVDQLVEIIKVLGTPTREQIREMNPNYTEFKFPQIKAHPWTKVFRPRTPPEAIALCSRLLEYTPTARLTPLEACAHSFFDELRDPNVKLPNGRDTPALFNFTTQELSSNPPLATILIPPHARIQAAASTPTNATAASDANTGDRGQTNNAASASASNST
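Test system: GST-tagged human GSK3beta kinase, cell-free; evaluation: activity score scaled between in-plate DMSO and GW8510 controls; measured by: ADP-Glo luminescence; incubation: 60 min reaction, RT; benchmarks: DMSO and 20 µM GW8510; reagent: peptide substrate plus 25 µM ATP (final); medium: Tris/MgCl2 kinase buffer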
HIF act: HIF pathway transcriptional activation; U2OS HRE-luciferase reporter, luminescence; normalized: DMSO 0%, desferrioxamine 100%; activation, % at 7.5 µM (by protocol); 300,000 compounds, 0.32% hits; AID 1910;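 active = mean activation of at least 10% of the iron chelator positive control signal, with at least half of replicates also reaching 10%; inconclusive = mean and replicate majority disagree about reaching 10%; inactive = mean and most replicates under 10%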
KLF5 inh: inhibitors of KLF5 expression. DLD-1 KLF5 promoter-luciferase reporter, luminescence. inhibition, % at 5 µM. 290,000 compounds, 0.23% hits. AID 1700;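 active = inhibition above a per-plate limit of that plate's mean compound inhibition plus 3 SD, cut at about 60% in these data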;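 also: 0% = DMSO wells and 100% = LY294002 at 200 µM; higher means less KLF5 promoter-driven luciferase light; inactives centre near -14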
aSyn 5UTR inh: 5' untranslated region of α-synuclein, MLPCN primary screen | alpha-synuclein 5'UTR reporter, inhibitor activity | inhibition, % (tested at 7.5 µM) | 300,000 compounds, 0.82% hits | AID 1813; in the data active = inhibition above about 60%; inconclusive = no clear call, values can overlap the other calls;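 also: H4 neuroglioblastoma cells stably carrying SNCA 5'UTR luciferase fusion; 0% = DMSO wells and 100% = positive control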
AI-2 QS modul: modulators of Vibrio harveyi AI-2 quorum sensing system; Vibrio harveyi JMH597 AI-2 luminescence/OD600 ratio, 9 h; hits give low values; strain lacks LuxN and CqsS sensors; 0 = neutral-control median; 300,000 compounds, 0.4% hits; activity change, % at 7.5 µM; in the data active = activity change below about -75%, passing the limit was not always enough; inconclusive = no clear call, values can overlap the other calls;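 also: luminescence divided by OD600 gain over 9 h not by final OD600 alone; inactives centre near 13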
HSP90 inh: blocks HSP90-mediated luciferase refolding in reticulocyte lysate; inhibition, % at 5.6 µM; 290,000 compounds, 0.91% hits; Rabbit reticulocyte lysate, luciferase refolding luminescence, 3 h;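 active = inhibition above the screen-wide mean plus 3 SD, computed separately per campaign, cut at about 16% in these data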;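 also: 0% = DMSO wells and 100% = 60 µM geldanamycin wells; inhibitors lower the luminescence because luciferase stays unfolded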
HSF1 inh: HSF1 inhibition | NIH3T3-HGL HSE-luciferase, MG132-induced, luminescence 8 h; hits give low values | 300,000 compounds, 0.77% hits | activity change, negative = inhibition, % at 7.5 µM (by protocol);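 active = more than half of replicate wells show activity change below -50%, luminescence cut by over half; inconclusive = some wells, but at most half, below -50%; inactive = no replicate well below -50%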;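 also: luciferase reports HSF-1 transcriptional activity via heat shock element; 0% = median of DMSO wells and -100% = zero luminescence signal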
IEC-6 cytotox: counter-screen for KLF5 inhibitors: cytotoxicity in IEC-6 cells; AID 1825; inhibition, % at 5 µM; 290,000 compounds, 0.78% hits; IEC-6 cytotoxicity, luminescence viability; in the data active = inhibition above about 22%;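 also: 0% = plate median of test compound wells and 100% = cytotoxic reference compound wells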
GSK3 alpha inh: blocks human GSK-3 alpha kinase | ADP-Glo luminescence, 60 min | 320,000 compounds, 0.1% hits | inhibition, % at 10 µM;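 in the data active = inhibition above about 50%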;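 also: GST-tagged GSK-3 alpha with peptide substrate and 25 µM ATP; 0% = DMSO neutral wells and 100% = GW8510 positive control wells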
Target sequence (P49840 whole entry, looked up): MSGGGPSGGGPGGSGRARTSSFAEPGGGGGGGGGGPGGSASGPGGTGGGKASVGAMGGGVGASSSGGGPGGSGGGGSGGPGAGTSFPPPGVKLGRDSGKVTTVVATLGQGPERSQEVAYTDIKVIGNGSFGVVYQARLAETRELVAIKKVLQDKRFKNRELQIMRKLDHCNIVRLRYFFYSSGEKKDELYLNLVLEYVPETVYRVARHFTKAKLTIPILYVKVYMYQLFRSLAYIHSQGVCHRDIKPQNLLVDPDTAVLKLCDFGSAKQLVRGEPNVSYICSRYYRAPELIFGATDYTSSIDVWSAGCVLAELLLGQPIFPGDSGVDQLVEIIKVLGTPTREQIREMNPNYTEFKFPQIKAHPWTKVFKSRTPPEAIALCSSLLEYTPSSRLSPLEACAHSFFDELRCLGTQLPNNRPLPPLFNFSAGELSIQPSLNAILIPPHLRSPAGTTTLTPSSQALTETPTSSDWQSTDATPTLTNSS
Numbers without * were called inactive; u = inconclusive; x = not tested or not shown. Compounds as they come. About 4.7% of those tested had a hit in this group.

SMILES	HSF1 activator	GSK3beta inhib	HIF act	KLF5 inh	aSyn 5UTR inh	AI-2 QS modul	HSP90 inh	HSF1 inh	IEC-6 cytotox	GSK3 alpha inh
COc1ccc(-c2noc(CCC(=O)NC3CCCCCC3)n2)cc1	-4	0	1.4	-15	-15	22	-1	1	4	-4
CC(C(=O)OCC(=O)c1ccc(F)cc1)N1C(=O)C2C3C=CC(C3)C2C1=O (centres undefined)	-4	0	-0.2	-17	5	14	0	-2	-3	1
CC(=O)c1cc(CN2CCN(C3CCN(C(C)C)CC3)C(CCO)C2)cs1 (centres undefined)	-1	0	-0.1	-39	-23	15	0	-3	0	-1
O=C(CSc1nc(-c2cccs2)cc(C(F)(F)F)n1)NCCCN1CCOCC1	30	-1	0.3	-28	-19	16	-2	-3	3	2
CCCCC1(Cc2cccc([N+](=O)[O-])c2)C(=O)N(c2ccccc2)N(c2ccccc2)C1=O	3	1	-0.2	-13	22	17	2	4	2	-1
O=C(O)COc1cnc2ccccc2n1	-29	1	0.1	-2	-21	4	-4	-15	1	0
N#Cc1c(-c2ccccc2)nc(SCC(=O)Nc2ccccc2)[nH]c1=O	x	x	x	17	x	x	-3	x	-4	-3
O=C1C2C3c4ccccc4C(c4ccccc43)[C@@H]2c2nc3ccccc3n21 (some centres undefined)	22	1	0.0	0	-14	-10	7	4	-3	0
CN(CCO)C(=O)c1ccc(-c2nn(C)c(=O)c3ccccc23)cc1	-2	-6	-0.6	2	-3	29	1	-10	5	3
Cc1nn(Cc2ccccc2)c(C)c1NC(=O)c1cc2nc(-c3ccco3)cc(C(F)(F)F)n2n1	2	13	-0.3	-11	-3	9	1	-4	-3	3
O=C(CSc1nnc(-c2ccccc2F)n1CCc1ccccc1)Nc1ccc2[nH]c(=O)[nH]c2c1	7	0	-0.4	6	16	23	0	0	-2	4
O=C(NC(=S)Nc1ccc(Br)cn1)c1cncc(Br)c1	-15	-2	0.2	-8	-36	10	1	-4	3	-1
CN(C)C(=O)CNC(=O)CN1C(=O)NC2(CCCc3sccc32)C1=O (centres undefined)	-16	0	0.6	3	0	22	-5	-4	-5	-1
NC(=O)c1ccc(Oc2ccc(Cl)c3ccccc23)c([N+](=O)[O-])c1	15	-2	0.2	-7	-8	9	-2	-2	0	0
O=C1NN(c2ccc(Cl)c(Cl)c2)C(=O)/C1=C/c1cccc(OC(=O)c2cccs2)c1	31	-2	0.0	-42	-27	14	1	6	0	-1
Cc1cn(C2OC(COC(=O)c3ccccc3)C(OC(=O)c3ccccc3)C2OC(=O)c2ccccc2)c(=O)[nH]c1=O (centres undefined)	-2	0	x	-10	39	5	2	4	3	x
COc1ccc(-c2cc(-c3ccco3)[nH]c(=O)c2C#N)cc1	4	-27	-0.1	8	12	12	-1	-2	-2	1
Cc1ccc(CC2C(=O)N(c3ncccn3)C(=O)C2C)cc1 (centres undefined)	1	2	0.0	-45	27	19	-3	-5	1	-3
CN(Cc1c(F)cccc1Cl)C(=O)c1ccc(NS(=O)(=O)c2ccc3[nH]c(=O)[nH]c3c2)cc1	-22	-3	0.0	x	-11	5	x	-7	x	x
NC(=O)c1ccc(-c2csnn2)cc1	-12	2	-0.2	-18	-5	-13	0	-3	2	-1
C#CCN(CC=C)C(=O)CCc1nnc(COc2ccccc2)o1	35	0	0.1	-43	-32	22	-3	11	3	-3
COc1ccc(Cl)cc1NC(=O)CN(C)C(=O)c1ccc(OCc2ccccc2)c(OC)c1	33	0	-0.4	x	24	1	x	21	x	-1
O=C(CN(Cc1ccco1)C(=O)c1cccc(Cl)c1)Nc1c(Cl)cc(Cl)cc1Cl	17	1	-0.3	1	1	22	5	2	7	-4
COc1ccc(C(=O)NC(=S)N2CCC(C)CC2)cc1Br	-3	1	0.0	-3	-2	17	3	-1	11	1
CCN(CC)c1ccc(/C=N/N2CCN(c3ccccn3)CC2)cc1	-14	3	0.0	-21	-15	7	2	-2	-2	-2
Additional entries.
SMILES	HSF1 activator	GSK3beta inhib	HIF act	KLF5 inh	aSyn 5UTR inh	AI-2 QS modul	HSP90 inh	HSF1 inh	IEC-6 cytotox	GSK3 alpha inh
COc1cc(C(=O)OCC(=O)N2CCCC2)cc(OC)c1OC	-4	-15	-0.2	-5	4	12	-1	-15	-2	-3
Cc1c(C(=O)NCc2ccc3c(c2)OCO3)oc2ccc(S(=O)(=O)N3CCCCCC3)cc12	22	6	-0.6	-27	u	6	6	9	-2	-2
CCOC(=O)C#CC(CCc1ccccc1)OS(N)(=O)=O (centres undefined)	25	2	-2.3	13	-10	24	-4	17	-5	-5
COc1ccc(C2/C(=C(/O)c3ccc4c(c3)CC(C)O4)C(=O)C(=O)N2CCCN2CCOCC2)cc1 (centres undefined)	-3	2	-0.5	-23	14	16	-4	-2	-4	-2
COc1ccc(S(=O)(=O)Nc2cccc(-n3cnnn3)c2)cc1	-1	-1	-0.6	-25	1	17	-6	-2	0	0
Cc1c(OCc2ccc(C(=O)O)cc2)ccc2c(-c3ccccc3)cc(=O)oc12	-9	6	-0.5	-21	-3	62	-4	-4	0	-2
N#C/C(=C\Nc1ccc(F)c(Cl)c1)C(=O)C1CC1	21	-3	0.7	-4	1	-1	1	7	-3	-1
Brc1ccc(-c2noc3c2-c2nc(-c4ccccc4)sc2CC3)cc1	10	-3	-0.1	x	2	18	x	-1	x	-2
Cc1ccnc(N2CCC(C(=O)NCc3ccc(F)cc3)CC2)n1	16	1	0.1	-5	10	22	-3	-2	-4	-1
O=C(O)Cn1cc(CN2CCOCC2)c2ccccc21	-13	-1	-0.8	-2	12	15	9	-1	1	-1
O=C(CNC(=O)c1cccs1)NCC(=O)OCc1cccc(Cl)c1	3	-7	0.1	-6	-4	51	1	2	0	-1
O=C(CN(Cc1ccc(Cl)cc1)C(=O)c1csnn1)NCc1ccc(F)cc1	-1	-4	-0.2	-14	10	12	1	5	-6	1
Cc1cc(NC(=O)CSc2nc3ccsc3c(=O)n2NC(=O)c2ccccc2)no1	x	x	x	-76	x	x	0	x	4	-2
Cc1cc(C)cc(C(=O)N2CC(C)SC2=Nc2cccc(S(=O)(=O)N(C)C)c2)c1 (centres undefined)	-8	2	0.3	-3	15	22	1	0	-2	0
CC(C)=CCc1c(O)cc2c(=O)c3ccc(O)cc3oc2c1O	-37	-4	2.0	x	-141	9	x	-37	x	1
O=C(NCCS(=O)(=O)NCc1ccc(Cl)cc1)c1ccccc1	9	0	-25	x	1	13	x	2	x	-1
COc1ccc(C(=O)CSC#N)cc1OC	4	-4	2.3	-43	9	-55	-2	5	5	-2
COc1ccc(CN2CCC(n3nccc3NC(=O)C3CC3)CC2)c(Cl)c1OC	-22	-2	-0.4	13	-3	-1	1	2	4	0
O=C(COC(=O)C12CC3CC(CC(C3)C1)C2)NCCCc1ccccc1	-6	4	-0.2	-10	-11	11	-1	0	7	-2
Cc1[nH]c(=O)c(C#N)c(C)c1Cl	-6	0	0.0	-1	-1	17	1	-5	-1	-3
CCN(CC)CCNC(=O)c1cn(CC)c2ccc(S(=O)(=O)N3CCc4ccccc4C3)cc2c1=O	-5	0	-0.2	-7	4	3	-1	-13	4	0
O=C(CS(=O)CC(=O)Nc1cccnc1)Nc1ccc(F)cc1 (centres undefined)	1	3	0.3	2	2	10	-1	0	-1	-3
Cn1nc(-c2ccccn2)nc2c(=O)n(C)c(=O)nc1-2	-94	-28	-3.6	105*	94*	-92*	87*	-94*	99*	9
COc1ccc(/C=C2/S/C(=N/N=C3\CC4CCC3(C)C4(C)C)NC2=O)cc1 (centres undefined)	-83	-1	-0.4	-38	-23	13	1	-81*	-2	1
COc1cccc(C(=O)N2CCN(C(=O)C3CC3)CC2)c1	3	1	1.2	-15	4	12	-4	1	1	x
(more compounds)
SMILES	HSF1 activator	GSK3beta inhib	HIF act	KLF5 inh	aSyn 5UTR inh	AI-2 QS modul	HSP90 inh	HSF1 inh	IEC-6 cytotox	GSK3 alpha inh
CC1CCCCC1NCC#CCOc1ccc(Cl)cc1 (centres undefined)	0	-4	-0.4	-11	13	20	4	5	8	1
COc1ccc(-c2noc(CCC(=O)NCc3cccnc3)n2)cc1OC	11	3	0.8	-32	-11	17	-5	2	-10	0
CCn1c(SCC(=O)Nc2ccc(OC)cc2)nnc1-c1ccco1	-9	2	-17	-13	5	29	3	-5	0	-2
COC(=O)C1=C(C(=O)OC)[C@@H]2N(C)c3ccccc3[C@@]23C[C@@H](C(=O)OC)N(C(=O)COCc2ccccc2)C3=N1	-9	-3	0.4	x	-1	7	x	-12	x	-2
COCCNC(=S)N/N=C(\C)c1ccc2cc(OC)ccc2c1	13	-23	0.8	1	4	23	0	-3	7	2
COC(=O)[C@@H]1C[C@H]2CC[C@H](O)C[C@H]2N1Cc1ccc(N2CCN(C)CC2)cc1	-14	1	0.4	x	3	-2	x	-11	x	-1
Cc1cccc(C(=O)N2CCCC(N3CCN(c4ccccc4F)CC3)C2)n1 (centres undefined)	5	3	-0.2	-21	-4	17	0	5	2	0
COC(=O)C(C(=O)Nc1cc(C)on1)C1CCCCCC1 (centres undefined)	-6	-1	0.7	-6	-23	25	-1	-4	-2	1
CNC(=O)c1[nH]cnc1C(=O)N[C@@H](Cc1ccccc1)C(=O)OC(C)(C)C	2	-1	-1.6	-6	23	12	2	7	-2	6
NC(=O)CN1CCCN(S(=O)(=O)c2ccc(Br)cc2)CC1	-2	4	0.2	2	4	24	2	0	1	0
CN(Cc1ccccc1)S(=O)(=O)c1ccc(NS(=O)(=O)Cc2ccccc2)cc1	6	0	-0.2	-10	6	40	7	-2	-6	0
COc1ccc(Cn2nnnc2C(c2ccccc2)N2CCN(C3CCCC3)CC2)cc1 (centres undefined)	9	0	-0.1	-38	-20	10	-2	-3	-6	x
CC(=O)Nc1ccc(/C(C)=N/NC(=O)c2ccccc2Cl)cc1	3	-4	1.0	-45	-40	16	2	2	11	0
C/C(=N\NC(=O)c1cccc(Br)c1)c1cccnc1	20	2	0.4	-45	7	0	-3	11	6	0
COc1ccc(S(=O)(=O)N(CC(=O)N2CCN(c3ccccc3)CC2)c2ccccc2)cc1	9	3	-0.2	-20	0	10	-2	8	0	-3
O=C(NCC1CCCO1)c1cc(-c2ccc(F)cc2)no1 (centres undefined)	26	0	14*	-91	-264	23	-4	4	-5	-1
CCOC(=O)c1ccc(N2Cc3ccccc3C2=N)cc1	-35	5	1.9	-59	-78	4	4	-26	6	1
O=C(Nc1ccccc1C(=O)NCC1CCCO1)c1ccccc1F (centres undefined)	-19	-6	-0.6	-10	-2	14	3	-10	6	7
CCCCNC(=O)N(c1c(N)n(Cc2ccccc2)c(=O)[nH]c1=O)C1CCCC1	4	0	0.0	5	-10	16	-6	-2	-1	0
Cc1ccccc1S(=O)c1ccccc1C(=O)O (centres undefined)	24	0	-0.1	-8	10	7	0	2	3	-1
